Bioassay records from PubChem BioAssay.
TIM10 inh = TIM10 yeast growth inhibition; S. cerevisiae TIM10 strain growth, BacTiter-Glo luminescence, 24 h; inhibition, % at 10 µM; 330,000 tested, 1.4% active; AID 463195;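 active means inhibition of 40% or more at the single tested concentration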;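 further: wild-type TIM10 isogenic control strain grown at permissive 25 °C; 0% = DMSO yeast wells and 100% = minimal medium wells without yeast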
tim10-1 inh = inhibits growth of tim10-1 mutant yeast; S. cerevisiae tim10-1 ts strain growth, BacTiter-Glo, 24 h; inhibition, % at 20 µM; 330,000 tested, 2.2% active; AID 463190;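 active means inhibition of at least 40%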;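 further: mutant grown at 25 °C; 0% = DMSO wells with yeast and 100% = wells holding no yeast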
GRIN3A LBD mod = NR3A (human) ligand-binding domain modulation; AID 1259313; Tm shift relative to glycine control, % at 25 µM; NR3A LBD differential scanning fluorimetry, Tm shift; 0% = protein alone, 100% = glycine-bound protein; 340,000 tested, 2.5% active;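 active means melting temperature shift of at least 10% of the positive control shift, at one fixed dose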
Mdm2-MdmX inh = inhibitors of human Mdm2/MdmX interaction; O15151+Q00987; inhibition, % at 8 µM; AID 485346; 330,000 tested, 3% active; SaOS-2 split-luciferase Mdm2/MdmX complementation, luminescence;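 active means inhibition of at least 50% at 8 µM in the primary screen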
Target sequence (O15151 whole entry, looked up): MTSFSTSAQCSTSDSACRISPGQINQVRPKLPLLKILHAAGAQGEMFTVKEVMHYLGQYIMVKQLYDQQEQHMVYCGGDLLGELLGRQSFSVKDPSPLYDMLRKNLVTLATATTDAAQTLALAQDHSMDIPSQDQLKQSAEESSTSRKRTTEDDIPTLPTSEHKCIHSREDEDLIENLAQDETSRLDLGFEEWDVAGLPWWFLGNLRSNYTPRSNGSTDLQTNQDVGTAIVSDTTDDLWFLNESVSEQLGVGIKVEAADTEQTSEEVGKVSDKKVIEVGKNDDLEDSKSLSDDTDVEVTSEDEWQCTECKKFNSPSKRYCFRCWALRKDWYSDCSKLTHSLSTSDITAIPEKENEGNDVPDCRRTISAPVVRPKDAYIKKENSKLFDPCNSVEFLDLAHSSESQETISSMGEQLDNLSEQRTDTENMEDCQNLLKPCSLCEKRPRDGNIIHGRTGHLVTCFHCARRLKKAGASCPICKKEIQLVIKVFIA
Target sequence (Q00987 whole entry, looked up): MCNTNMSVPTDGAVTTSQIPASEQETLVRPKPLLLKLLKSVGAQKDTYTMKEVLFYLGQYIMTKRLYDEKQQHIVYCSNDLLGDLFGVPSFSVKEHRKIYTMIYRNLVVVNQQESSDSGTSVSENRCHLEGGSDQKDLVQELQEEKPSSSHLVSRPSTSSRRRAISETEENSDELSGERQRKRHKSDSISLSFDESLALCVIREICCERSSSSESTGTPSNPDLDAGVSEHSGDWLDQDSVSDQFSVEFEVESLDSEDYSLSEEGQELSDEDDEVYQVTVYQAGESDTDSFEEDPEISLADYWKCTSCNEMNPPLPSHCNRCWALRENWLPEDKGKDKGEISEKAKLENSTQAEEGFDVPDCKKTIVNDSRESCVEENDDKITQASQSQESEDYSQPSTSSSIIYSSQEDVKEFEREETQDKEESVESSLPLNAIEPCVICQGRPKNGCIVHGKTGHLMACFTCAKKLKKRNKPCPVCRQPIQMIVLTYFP
APJ ag = APJ receptor agonism; P35414; CHO-K1 APJ PathHunter beta-arrestin, luminescence; 0% DMSO wells, 100% apelin; activation, % at 20 µM; 330,000 tested, 0.11% active; AID 2520;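 active means activation more than six SD over the plate average, tested at 20 µM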;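 further: 0% = DMSO alone and 100% = apelin-13 at 10 nM; some results filed as inactive read as strong as hits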
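Test system: CHO-K1 APJ beta-arrestin complementation cell line | Compound: Single test compound dose, 20 µM final, 1% DMSO | Incubation: Compound 90 min 25 °C, reagent 1 h | Measured by: beta-gal luminescence | Read-out basis: APJ–arrestin association signal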
CHOP UPR activ = apoptotic UPR (CHOP) activation | CHO-CHOP luciferase reporter, luminescence; percent of tunicamycin response over DMSO baseline | 330,000 tested, 0.34% active | activation, % at 10 µM;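 active means at 10 µM dose, activation of 40% or more, normalized to positive control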;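 further: 100% = tunicamycin at 10 µg/mL and 0% = DMSO alone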
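System: CHO CHOP reporter cells. Amount: 500 cells per well. Buffer or medium: F12 medium, 10% FBS. Compound dosing: one dose, 10 µM in 0.5% DMSO. Incubation: 6 h compound exposure at 37 °C after overnight seeding. Technique: Steady-Glo luciferase luminescence. Benchmarks: tunicamycin and DMSO controls.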
tim23-1 inh = growth inhibitors of tim23-1 mutant yeast; S. cerevisiae tim23-1 growth, BacTiter-Glo luminescence, 24 h; inhibition, % at 20 µM; 330,000 tested, 1.3% active;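 active means growth inhibition of the mutant yeast at or above 50%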;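 further: temperature-sensitive mutant grown at 25 °C; plate controls were DMSO-treated mutant yeast for no effect and medium wells lacking yeast for full effect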
XBP1 UPR activ = activators of adaptive arm of unfolded protein response (XBP1); 330,000 tested, 0.33% active; CHO-XBP1 luciferase reporter, IRE1-XBP1 UPR activation, luminescence; percent of tunicamycin response, DMSO as zero; activation, % at 20 µM; AID 463104;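 active means versus positive control, 20 µM dose yields 30% or more activation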;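 further: 100% = tunicamycin at 10 µg/mL and 0% = DMSO only wells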
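incubation = overnight seeding at 37 °C, 6 h compound treatment at 37 °C | assay system = CHO-XBP1 cells stably carrying IRE1-XBP1-driven luciferase reporter | input = 1000 cells per well | detection = luciferase luminescence | dosing = single point, 20 µM final compound, 1% DMSO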
NALP3 yeast inh = NALP3 inhibition in yeast | Yeast reconstituted NLRP3/ASC/caspase-1, beta-gal luminescence, 24 h | inhibition, % at 10 µM | 330,000 tested, 0.39% active;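 active means inhibition of 50% or more; inactive means inhibition below 50%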;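 further: plate controls were induced DMSO wells for no effect and uninduced yeast grown without galactose for full effect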
Starred values were filed as active, the others as inactive; . = no result given.

SMILES	TIM10 inh	tim10-1 inh	GRIN3A LBD mod	Mdm2-MdmX inh	APJ ag	CHOP UPR activ	tim23-1 inh	XBP1 UPR activ	NALP3 yeast inh
COc1cc(OC)c(NC(=O)c2ccc(F)cc2)cc1Cl	24	19	2	4	-2	0.2	13	-1	38
COc1ccccc1Nc1nc(C)cc(C)n1	-4	4	0	-8	-2	0.2	2	-2	25
COc1ccc(COC(=O)C2CCN(S(=O)(=O)c3ccc(OC)c(OC)c3)CC2)cc1	13	24	1	10	-2	1.5	32	0	23
CC(C)(C)c1cc(C(=O)O)nn1-c1ccccc1	7	9	0	7	-2	0.9	1	-2	-5
CCOCCCNC(=O)C1CCN(C(=O)N(C)C)CC1	-4	-11	1	12	-6	-0.4	4	4	19
Cc1ccc(N2C(=O)CC(N3CCN/C3=C3\CC/C(=C\c4ccccc4)C3=O)C2=O)cc1 (centres undefined)	21	13	-1	-11	-3	-0.1	4	-1	5
Cc1ccccc1NC(=O)Cn1nc(-c2ccc(Cl)s2)ccc1=O	5	3	0	8	-5	-0.4	8	-5	5
COc1cc(OC)cc(C(=O)Nc2ccccc2C(=O)NC2CC2)c1	12	9	3	43	-3	-1.6	21	0	16
O=C(NCCCc1ccccc1)C(=O)NCC1OCCN1S(=O)(=O)c1cc(F)ccc1F (centres undefined)	-1	13	-2	-12	-3	1.6	22	-5	-24
CCN(CC)CCCNC(=O)c1csc(Nc2cccc3ccccc23)n1	-1	-5	-1	18	-1	-0.4	-7	-2	2
CN(C)c1ccc(/C=C/C(=O)c2ccccc2O)cc1	39	21	-3	-107	-6	1.1	17	-3	39
O=[N+]([O-])c1cccc(C(=Nc2ccccc2)NO)c1	6	-3	1	12	-1	-1.0	7	2	17
COc1ccc(N2CCN(C(=O)COC(=O)c3oc4ccccc4c3C)CC2)cc1	19	21	0	-9	0	0.4	48	0	8
c1ccc2[nH]c(NC3=NCCC3)nc2c1	41*	17	0	23	1	1.5	1	0	5
O=C(Oc1ccccc1N1C(=O)C2CCCCC2C1=O)c1ccccc1F (centres undefined)	12	40	0	4	-1	0.8	7	0	-5
COc1ccc(NC(=O)CCNS(=O)(=O)c2ccc3c(c2)CC(C)N3C(C)=O)cc1 (centres undefined)	10	-2	3	-17	-9	-1.3	5	-2	31
Cc1ccc2nc(C)c(C(=O)N/N=C/c3ccco3)cc2c1	10	5	11*	-17	-3	0.6	18	3	-1
O=C(Nc1cccc(S(=O)(=O)N2CCCCC2)c1)C1CCCC1	23	11	22*	-1	-5	0.5	21	-3	18
COc1cc(OC)cc(C(=O)Nc2cccc3c2CCCC3)c1	7	1	0	14	-4	0.0	9	-6	26
Cc1cc(C)n(C(=O)CCC(=O)NCc2ccccc2)n1	16	14	0	-6	0	-0.4	13	-2	-2
CCN(C(=O)COC(=O)c1ccccc1Nc1cccc(C)c1C)C1CCS(=O)(=O)C1 (centres undefined)	9	8	0	-19	2	-0.7	-4	0	-5
Cc1nc(NC(=O)CN2CCCCC2)sc1C(=O)N(C)C	2	-17	-1	14	-2	1.6	-13	0	22
CC1CC(C)CN(C(=O)c2nn(C)c3c2CSc2ccccc2-3)C1 (centres undefined)	9	28	0	-25	-4	1.3	42	2	24
OCc1ccc(-c2nn(Cc3ccccc3)c3ccccc23)o1	3	40*	-1	-12	-3	1.9	44	-5	10
COc1ccc(CNC(=O)C(C)N2C(=O)COc3ccc(C)cc32)c(OC)c1 (centres undefined)	-1	19	1	-10	-4	0.6	18	0	-7
O=C(CN1CCCC1)Nc1ccccc1C(=O)c1ccccc1	3	10	-2	10	-5	0.0	-6	-3	13
Cc1c(CCC(=O)O)c(=O)oc2cc3occ(-c4ccc(Cl)cc4)c3cc12	21	19	0	31	-5	0.8	18	3	20
O=C(Nc1cccc(C(F)(F)F)c1)C(Sc1cccc[n+]1[O-])c1ccccc1 (centres undefined)	8	11	2	-6	0	2.7	13	-4	3
CC(=O)Oc1ccc2c(=O)c(-c3ccccc3)coc2c1	22	42*	4	-37	-2	3.7	35	3	30
Cc1ccc(S(=O)(=O)NCC(=O)OCC(=O)Nc2ccccc2OC(F)F)cc1	1	7	0	-38	-2	0.7	4	-3	1
C=CCn1c(O)c(CN2CCCCC2)c(C)c(C#N)c1=O	-9	28	0	-22	2	-0.7	5	-1	-2
O=C(COC(=O)C1CCN(c2ccc(C(F)(F)F)cn2)CC1)NC1CCCCC1	1	14	0	4	-1	4.2	25	-2	3
CCc1nnc(NC(=O)CCC(=O)N2CCC(Cc3ccccc3)CC2)s1	6	20	-2	18	-3	0.9	18	1	12
O=C(c1cccs1)N1CCOCC1	6	0	0	15	-3	-2.2	9	-4	3
O=C(NCc1cccc(Cl)c1)c1cnccn1	1	6	1	-25	-3	0.9	19	-3	-4
COc1ccc(C2C=C(c3ccc(Br)cc3)Nc3nc(N4C(=O)CCC4=O)nn32)cc1 (centres undefined)	22	16	13*	3	-4	-1.2	7	2	-1
C#CCOC(=O)CCCC(=O)NCCCCCCCC	8	3	-1	0	1	1.6	24	3	36
Cc1nc(N)[nH]c(=O)c1CCC(=O)OCC(C)C	-8	19	2	20	0	-2.5	-2	0	-6
COC(=O)Cn1c(=O)n(CCc2ccccc2)c(=O)c2c3c(sc21)CCCC3	-26	-24	-1	11	-6	-1.5	19	-2	1
O=C(CCc1ccccc1)Nc1ccc2c(c1)C(=O)OC2	3	10	-1	0	5	1.4	13	0	10
Nc1ncn([C@H]2C[C@H](O)[C@@H](CO)O2)c(=O)n1	6	0	0	20	-3	0.6	-6	-4	8
CCCn1nc(Oc2nc(NCC)nc(NC(C)C)n2)ccc1=O	-3	18	-1	35	-3	1.4	-7	-1	8
CCCc1nn(C)c(C(=O)Nc2ccc(Cl)cc2)c1Cl	-12	9	-9	-36	-2	2.7	19	0	5
Cc1ccc(NC(=O)CSc2nnc(CNC(=O)c3ccco3)n2C)c(C)c1	0	8	-4	-20	3	-0.8	16	0	11
Cc1cc2c(cc1S(=O)(=O)CCC(=O)NC1CCC(C)CC1)OCC(=O)N2 (centres undefined)	-2	-4	-1	-12	-3	-1.6	15	2	18
C/C(=N\NC(=O)C(c1ccncc1)N1CCOCC1)c1ccc(Br)cc1 (centres undefined)	0	15	-1	-2	-2	-0.2	6	-3	-2
CC12CCC(=O)N1C(C(=O)NCc1ccccc1F)CS2 (centres undefined)	12	6	-1	-14	11	-1.4	18	1	14
COc1ccc(NC(=O)c2cccnc2SC)cc1OC	11	6	1	-26	-5	1.2	-2	-1	2
CCc1ccc([C@H]2C(C(=O)O)=C[C@@H](C(C)(C)C)N2S(=O)(=O)c2ccc(C)cc2)cc1	11	17	2	10	-4	0.8	22	3	8
Cn1c(N)c(C(=O)CSc2nc(C3CC3)n(-c3ccccc3)n2)c(=O)n(C)c1=O	10	-1	0	14	-2	-2.7	-3	-1	7

Two compounds from above, limited to GRIN3A LBD mod and tim23-1 inh.
smiles,GRIN3A LBD mod,tim23-1 inh
COc1cc(OC)cc(C(=O)Nc2ccccc2C(=O)NC2CC2)c1,3,21
O=C(CN1CCCC1)Nc1ccccc1C(=O)c1ccccc1,-2,-6

(listing goes on)
SMILES	TIM10 inh	tim10-1 inh	GRIN3A LBD mod	Mdm2-MdmX inh	APJ ag	CHOP UPR activ	tim23-1 inh	XBP1 UPR activ	NALP3 yeast inh
CCCn1cc(CN2CCCC(C(=O)c3ccc4c(c3)OCO4)C2)c(C)n1 (centres undefined)	-3	12	4	-8	1	1.4	0	-4	15
CC1CCN(CCCNC(=O)c2cn(C)c3ccc(S(=O)(=O)N4CCCC4)cc3c2=O)CC1	-3	14	1	-2	-3	0.4	-3	-1	10
CC(=O)Nc1ccc(Cc2ccc3[nH]c(=O)cc(C)c3c2)cc1	21	7	.	68*	-3	1.0	4	3	6
CCn1c(OC)nc2c1c(=O)n(C)c(=O)n2C	-19	10	0	-9	-1	-0.3	7	0	0
CCOC(=O)c1cnn2c1[nH]c(=O)c1ccccc12	23	38	-3	8	-2	2.8	21	2	10
N#C/C(=C(/O)COC(=O)COc1cccc(Br)c1)c1nc2ccccc2[nH]1	-3	-2	-6	42	0	0.8	-3	-3	16
COc1cc(/C=N/NC(=O)c2nnn(-c3nonc3N)c2-c2cccs2)ccc1O	2	18	4	19	11	3.5	-1	1	-18
CCOC(=O)CC(=O)CSc1nnc(Cn2c(=O)sc3ccccc32)n1C	-2	15	0	-11	-1	-0.1	20	-2	15
O=C(NNC(=S)Nc1ccc(Cl)cc1Cl)c1ccc(N2CCOCC2)c([N+](=O)[O-])c1	22	18	24*	-4	-5	-0.5	16	1	21
CCC1(c2ccc(Cl)cc2)NC(=O)N(Cc2ccc(C(=O)OC)cc2)C1=O (centres undefined)	34	31	-3	37	-3	-1.6	26	-1	9
COC(=O)N1C(=O)[C@@](c2ccccc2)(C2CCCCC2)N1C(=O)OC	-1	50*	-1	66*	-3	1.6	-1	-3	-11
CCOC(=O)/C=C/C(=O)OCC(=O)Nc1c(Cl)cccc1Cl	15	0	3	20	-1	-1.0	24	0	6
COc1ccc(NC(=O)CC2Sc3ncnn3C2=O)cc1 (centres undefined)	20	37	-1	14	-5	0.1	16	-3	11
Cc1nn(C(=O)CCC(=O)NCc2ccccc2Cl)c2ccccc12	15	8	0	14	-1	-0.7	14	-2	-8
O=C(Nc1ccncc1)c1ccc(Cl)cc1	10	-8	-1	-9	-2	4.8	-4	3	-7
COC(=O)C1=C(C)N(CCCC(=O)O)C(=O)NC1c1ccc(C#N)cc1 (centres undefined)	10	-3	6	5	7	-0.9	17	4	16
O=C(Nc1nc(-c2ccccc2)cs1)c1ccc(=O)[nH]c1	-54	-15	-2	-9	-5	2.0	-15	0	-3
OCC1(CCOc2ccccc2)CCN(Cc2ccccc2OC(F)F)CC1	-4	11	-1	-6	-2	0.9	5	-4	32
C=CCOC(=O)c1cn(CC)c2nc(C)ccc2c1=O	-25	-4	-2	-16	-6	1.2	-9	5	10
Cc1cc(CNC(=O)c2ccc3oc(C(C)C)nc3c2)nn1C	17	2	-2	-3	0	1.6	7	0	11
Cn1c(SCC(=O)O)nnc1-c1ccc(NC(=O)c2ccc(Cl)c(Cl)c2)cc1	-7	0	0	16	-4	0.4	-8	2	4

Not a retest: an excerpt of the list.
SMILES	TIM10 inh	tim10-1 inh	GRIN3A LBD mod	Mdm2-MdmX inh	APJ ag	CHOP UPR activ	tim23-1 inh	XBP1 UPR activ	NALP3 yeast inh
Cc1cc(CNC(=O)c2ccc3oc(C(C)C)nc3c2)nn1C	17	2	-2	-3	0	1.6	7	0	11
Cn1c(SCC(=O)O)nnc1-c1ccc(NC(=O)c2ccc(Cl)c(Cl)c2)cc1	-7	0	0	16	-4	0.4	-8	2	4

Entries of single compounds, quoted from the list:
Results for `COC(=O)N1C(=O)[C@@](c2ccccc2)(C2CCCCC2)N1C(=O)OC` = TIM10 inh: -1; tim10-1 inh: 50*; GRIN3A LBD mod: -1; Mdm2-MdmX inh: 66*; APJ ag: -3; CHOP UPR activ: 1.6; tim23-1 inh: -1; XBP1 UPR activ: -3; NALP3 yeast inh: -11
Results for `OCC1(CCOc2ccccc2)CCN(Cc2ccccc2OC(F)F)CC1` = TIM10 inh: -4; tim10-1 inh: 11; GRIN3A LBD mod: -1; Mdm2-MdmX inh: -6; APJ ag: -2; CHOP UPR activ: 0.9; tim23-1 inh: 5; XBP1 UPR activ: -4; NALP3 yeast inh: 32
